Screening data deposited in PubChem by National Center for Advancing Translational Sciences (NCATS).
S2 tox – reduces viability in counter-screen for ATXN expression inhibitors; S2 cells (HEK-293 line with an ATXN2-luciferase reporter) viability, CellTiter-Fluor protease fluorescence, 24 h; Potency, µM (doses to about 56.7 µM), most hits filed as cytotoxic; 400,000 compounds, 0.49% hits; note: potency is the fitted concentration of half-maximal effect; nearly all actives have a fitted effect of over 40% in size
SW480 rereplic – DNA re-replication induction in SW480 cells. SW480 DNA re-replication, Hoechst DNA content imaging, 48 h. Potency, µM (doses to about 46.1 µM), for inactives: at the top dose re-replication activation, usual class: activators. 340,000 compounds, 1.8% hits. AID 624297; note: potency is the fitted concentration of half-maximal effect; % of control where 0% means no effect; nearly all actives have a fitted effect of over 55% in size
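Treated cells incubate 48 hr (37 C, 5% CO2), are stained 40 min with Hoechst, and nuclear fluorescence is enumerated; a rise in nuclei with high DNA signal marks re-replication.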
IL1B secr inh – inflammasome signaling inhibition, IL-1 beta readout; THP-1 LPS/ATP IL-1B secretion, AlphaLISA, 16 h; active compounds read low; activity change, % at 57.5 µM; 360,000 compounds, 4.7% hits; AID 743279; in the data active = activity change below about -50%; inconclusive = mostly about -30% to -49%; note: % is set by controls: 0 for no effect and ±100 for the full control effect
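THP-1 cells pretreated 1 hr with compounds (up to 57.5 uM final), then stimulated with LPS (250 ng/mL final) plus ATP (1.25 mM final); secreted IL-1B measured by AlphaLISA after 16 hr, decreased signal indicating inhibition.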
MCF10A rereplic – DNA re-replication induction in MCF 10a cells; Potency, µM (doses to about 46.1 µM), without a hit: at the top dose activity, positive = re-replication, usual class: activators; 350,000 compounds, 2.9% hits; AID 624296; MCF 10A DNA re-replication, Hoechst nuclear intensity, 48 h; note: potency is the fitted concentration of half-maximal effect; % of control where 0% means no effect; nearly all actives have a fitted effect of over 50% in size
ATXN2 expr inh – reduces ATXN2 reporter expression in HEK-293 cells | HEK-293 ATXN2-luciferase reporter, luminescence, 24 h | Potency, µM (titrated, usually from 57 µM), for the others: at the top dose activity change, negative = inhibition, usual class: inhibitors | 360,000 compounds, 0.72% hits | AID 1745845; note: potency is the fitted concentration of half-maximal effect; % is set by controls: 0 for no effect and ±100 for the full control effect; nearly all actives have a fitted effect of over 55% in size
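ATXN2-luciferase reporter cells (luciferase flanked by upstream and downstream ATXN2 gene portions) were treated 24 h at 37 °C with compounds at up to 57 uM. SteadyGlo luminescence gave expression; GF-AFC fluorescence gave viability.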
HT1080-NT tox – kills 2HG-producing HT-1080-NT fibrosarcoma cells | HT-1080-NT fibrosarcoma viability, CellTiter-Glo ATP luminescence, 48 h | Potency, µM (top dose mostly 46.1 µM), inactives show at the top dose activity, negative = less viability, actives largely listed as cytotoxic | 360,000 compounds, 1.6% hits | AID 686970;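 note: NT is the 2HG producing partner of a matched IDH1 knockdown line; potency is the fitted concentration of half-maximal effect; 0% = DMSO-treated cells and -100% = media-only wells without cells; nearly all actives have a fitted effect of over 55% in size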
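Viability by CellTiter-Glo luminescence after 48 h compound exposure at 37C of HT-1080-NT cells (750/well, RPMI, 5% FBS). % activity scaled between DMSO wells and medium-only wells, then curve-fitted and categorized by curve class.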
HT1080 IDH1KD tx – toxicity to HT-1080 IDH1 knockdown cells (counter line); HT-1080 IDH1 knockdown viability, ATP luminescence, 48 h; Potency, µM (top dose mostly 46.1 µM), inactives show at the highest dose activity, negative = toxicity, most hits filed as cytotoxic; 360,000 compounds, 2% hits; AID 686971;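 note: potency is the fitted concentration of half-maximal effect; 0% = DMSO wells and -100% = cell-free medium wells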
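Using the IDH1-knockdown HT-1080 line run in the same batch and compound series as the NT line, viability after 48 h at 37 °C was determined by CellTiter-Glo luminescence and expressed as % activity.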
HepG2 viability – kills HepG2 cells in TGF-b inhibitor counter-screen; Potency, µM (series often up to 46.1 µM), for inactives: at the highest dose activity change, negative = cytotoxicity, most hits filed as cytotoxic; HepG2 CAGA-GFP viability, ATP luminescence, 18 h; AID 588856; 410,000 compounds, 0.76% hits; note: potency is the fitted concentration of half-maximal effect; some results filed as inactive show a strong effect at the top dose
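HepG2 CAGA-GFP cells (1000/well, DMEM with 1% FBS) received compound, then TGF-beta at 500 pg/mL final, and were incubated 18 hours at 37 degrees C. Viability was read by CellTiter-Glo luminescence. Media-only wells were set as complete cell-killing and DMSO as no toxicity.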
KB-3-1 cytotox – KB-3-1 parental cell cytotoxicity | 400,000 compounds, 1.4% hits | KB-3-1 viability, CellTiter-Glo ATP luminescence, 72 h | Potency, µM (highest dose often 46.1 µM), inactives show at the highest dose activity change, negative = cytotoxic, usual class: cytotoxic; note: potency is the fitted concentration of half-maximal effect; % is set by controls: 0 for no effect and ±100 for the full control effect; nearly all actives have a fitted effect of over 60% in size
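Here the drug-naive KB-3-1 line serves as comparator for MDR sub-line selectivity; cells received compound titrations, 72 h at 37 °C, then CellTiter-Glo readout.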
Starred values were filed as active, the others as inactive; i = inactive; ? = inconclusive; nt = no result given; & = joins results of further samples; [ ] = another dose, or the depositor's remark. Unless noted, calls come from the whole dose curve; as a rule, active = well fitted curve in the direction sought with a large enough effect; inconclusive = small, poorly fitted or top-dose-only effect, or another doubt; inactive = no such curve, though single readings can be large; an effect the other way counts as inactive or inconclusive.

SMILES	S2 tox	SW480 rereplic	IL1B secr inh	MCF10A rereplic	ATXN2 expr inh	HT1080-NT tox	HT1080 IDH1KD tx	HepG2 viability	KB-3-1 cytotox
Cc1ccccc1C(=O)Nc1ccc(N2CCN(C)CC2)nc1	?	0%	-6	-6%	28%	-1%	13%	-9%	-7%
O=C(Nc1ccccn1)C(NS(=O)(=O)c1cccc2nsnc12)c1ccccc1 (stereo unspecified)	i	-4%	-1	12%	21%	12%	11%	-9%	10%
Cc1ccc(S(=O)(=O)n2nccc2-c2c(-c3ccccc3)noc2C)cc1	i	13µM*	nt	12µM*	-20%	?	?	-10%	?
COc1cc([N+](=O)[O-])ccc1NC(=O)C1CCCN(S(C)(=O)=O)C1 (stereo unspecified)	i	?	3	12%	-1%	-7%	-11%	1%	-2%
Cc1ccc(CN(C)C(=O)c2cccc(S(=O)(=O)N3CCc4ccccc4C3)c2)o1	i	-11%	-27	-4%	10%	-1%	0%	-21%	0%
Cc1ccc(C)c(NC(=O)c2ccc(N(C)S(C)(=O)=O)cc2)c1	i	-5%	14	-9%	13%	6%[9.24 µM]	-5%	-28%	0%
COc1cccc(CNc2nc3nc(C)c(Cl)c(C)n3n2)c1	i	0%	-6	-4%	38%[activator]	-15%	-5%	-20%	-11%
Cc1ccc(CN2C(=O)CCC2C(=O)NCCN(CC(C)C)CC(C)C)cc1 (stereo unspecified)	i	2%	1	1%	2%	6%	8%	-2%	0%
CCC(=O)N1c2ccc(S(=O)(=O)N3CCN(c4ccccc4)CC3)cc2CC1C (stereo unspecified)	i	nt	nt	nt	-15%	nt	nt	-18%	12%
O=C(Nc1nc2c(F)cccc2s1)c1ccco1	i	8%	-25	3%	70%[activator]	-4%	0%	-3%	?
O=C(NCc1cccs1)C1CCC(CNS(=O)(=O)c2ccccc2)CC1 (stereo unspecified)	i	-107%	-6	-22%	9%	-15%	-6%	1%	3%
CCC(CC)c1nnc(NC(=O)c2nc3nc(C)cc(C)n3n2)s1	i	-15%	0	28%	15%	2%	4%	-9%	1%
CC(=O)Nc1nonc1-c1nc2ccccc2n1Cc1ccccc1Br	i	nt	nt	nt	1%	nt	nt	-16%	?
Cc1ccc(SCC(=O)Nc2cccc(C)c2)cc1	i	-223%[1.84 µM]	14	10%	5%	-6%	-2%	-5%	-4%
O=C(CCn1c(=O)oc2ccccc21)Nc1ccccc1	i	-18%	-11	4%	13%	11%	1%	3%	-1%
Cc1noc(/C=C/c2nn(C)cc2Cl)c1[N+](=O)[O-]	i	?	-78*	21µM*	nt	-28%	?	-64%	?
Cc1ccc(-n2c(SCC(=O)Nc3ncc(Cl)cc3Cl)nc3ccccc32)cc1	i	?	-21	?	-22%	?	?	-10%	?
O=S1(=O)N=C(N2CCCc3ccccc32)c2ccccc21	i	-1%	-18	-2%	2%	4%	1%	-3%	11%
CCC(=O)N1CCc2cc(Br)cc(S(=O)(=O)N3CCCC(C(=O)NCc4ccc(C)cc4)C3)c21 (stereo unspecified)	i	nt	nt	nt	-4%	nt	nt	-6%	-14%
COc1ccc(/C=C(/NC(=O)c2ccccc2)C(=O)N/N=C/c2cccs2)cc1OC	i	-3%	-16	-6%	9%	0%	3%	-6%	-6%
NC(=O)c1ccc(NC(=O)COC(=O)c2ccccc2SCC(=O)N2CCCC2)cc1	i	nt	-2	nt	nt	0%	-2%	0%	0%
Cc1csc(Sc2ccc([N+](=O)[O-])cc2C(=O)OCC(=O)NC(=O)NC(C)(C)C)n1	i	-1%	-1	9%	3%	2%	-7%	-28%	-14%
CCOc1ccc(NC(=O)CC2Nc3ccccc3NC2=O)cc1 (stereo unspecified)	i	0%	-8	8%	34%	28%	6%	5%	5%
Cc1ccc(CN(C(=O)c2ccc(Cl)c([N+](=O)[O-])c2)C2CCS(=O)(=O)C2)o1 (stereo unspecified)	i	2%	-95*	8%	-12%	-29%	-24%	-67%	25%
O=C(CC(Sc1n[nH]c(-c2ccccc2)n1)c1ccccc1)NCc1ccccc1 (stereo unspecified)	i	8%	8	0%	6%	-6%	-20%	4%	-7%
Remaining list, next part:
SMILES	S2 tox	SW480 rereplic	IL1B secr inh	MCF10A rereplic	ATXN2 expr inh	HT1080-NT tox	HT1080 IDH1KD tx	HepG2 viability	KB-3-1 cytotox
CCN(C(=O)Cn1cnc2c(nc3n2CCCCC3)c1=O)c1cccc(Cl)c1	i	-3%	18	-3%	1%	7%	2%	3%	29%
CCOc1ccc2c(c1)n(CO)c(=S)n2CO	i	-1%	2	0%	-3%	16%	9%	-6%	6%
CCOC(=O)c1sc(NC(=O)c2cc3ccccc3o2)nc1C	i	-3%	-14	13%	42%[activator]	1%	0%	-27%	14%
Cc1nnc(SCC(=O)O)s1	i	-4%	7	1%	-8%	8%	3%	-2%	1%
COC(=O)c1ccc(N2C(=O)CC(Sc3n[nH]c(C)n3)C2=O)cc1 (stereo unspecified)	i	?	15	?	-1%	-6%	-7%	-28%	0%
CCOC(=O)N1CCC(NC(=O)CCc2c(C)nc3c(c(C)nn3C(C)(C)C)c2C)CC1	i	8%	-12	4%	?	?	?	-16%	?
CC(C)(C)NC(=O)NC(=O)COC(=O)c1c(F)cccc1Cl	i	4%	13	2%	18%	3%	-4%	-20%	8%
Cc1cc2nc3n(c2cc1C)CC1CC(C(=O)NCCC(C)C)N(C)C31 (stereo unspecified)	i	-1%	8	9%	13%	8%	10%	6%	2%
O=C(CSCCOc1ccccc1)NCc1ccncc1	?	-12%	-1	3%	-7%	8%	1%	-2%	-1%
CCc1cccc(NC(=O)C(NS(=O)(=O)c2ccc3nc(C)sc3c2)C(C)C)c1 (stereo unspecified)	i	nt	nt	nt	-6%	nt	nt	2%	4%
COc1cccc(C(=O)N2CCC(c3nc4ccccc4s3)CC2)c1	?	nt	nt	nt	0%	nt	nt	-6%	?
CCC(C)CNC(=O)c1cccc(OC2CCN(CC(C)(C)C)CC2)c1 (stereo unspecified)	i	-1%[1.84 µM]	-29	6%	-11%[11.3 µM]	7%	11%	-18%	-2%
CNC(=O)COC(=O)c1ccc(Cl)c(S(N)(=O)=O)c1	i	1%	2	5%	nt	?	-11%	35%	21%
O=C1/C(=C/c2cccs2)SC(=S)N1CCC(=O)N1CCCCC1CCO (stereo unspecified)	i	7%	-56*	16%	48%[activator]	-12%	-13%	-31%	2%
COc1ccc(CC(=O)Nc2cccc(SC)c2)cc1	i	-5%	-8	-1%	6%	10%	9%	-7%	-18%
Cc1c(CC(=O)Nc2ccc(Cl)cc2)sc2ccc(Cl)cc12	i	-2%	-17	6%	nt	-7%	-7%	-69%	1%
CCC(CC)c1nc(C#N)c(NC(C)c2ccccc2)o1 (stereo unspecified)	i	nt	7	1%	-1%	8%	6%	-1%	20%
COc1ccc(CCNC(=O)c2cc3c(C)nccc3[nH]c2=O)cc1OC	i	-4%	3	-8%	-9%	-11%	-21%	-3%	7%
Cc1ccc(Cn2cc(CN3CC(N(C)C)CS3(=O)=O)nn2)cc1 (stereo unspecified)	i	nt	18	nt	7%	13%	5%	nt	28%
O=C(NCc1ccccn1)c1cccc(S(=O)(=O)Nc2ccc(F)cc2)c1	i	-3%	5	-4%	8%	5%	4%	-2%	6%
CC(C)NC(=S)n1cc(C(=O)c2cc(Cl)cc(Cl)c2O)cn1	i	1%	39	14%	-17%	-8%	-21%	-5%	2%
CC(=O)C[C@H](O)CC(=O)[C@@H]1OC(=O)CCCCC/C=C/Cc2ccccc21	i	1%	-7	1%	4%	19%	10%	-36%	-1%
COc1ccc(N2CCN(C(=O)COc3ccccc3)CC2)cc1	?	-11%	10	-13%	?	10%	38%	-3%	0%
COc1cccc(NC(=O)CCNS(=O)(=O)c2ccc3c(c2)oc(=O)n3C)c1	i	5%	5	14%	-1%&6%	-3%	21%	-1%&-2%	7%&18%
Cc1nnc2sc(SCC(=O)N3CCCCC3)nn2c1=O	i	0%	-17	10%	6%	11%	0%	-10%	-1%

Rewritten with each value named: part of the list above
CC(=O)C[C@H](O)CC(=O)[C@@H]1OC(=O)CCCCC/C=C/Cc2ccccc21
  S2 tox: i; SW480 rereplic: 1%; IL1B secr inh: -7; MCF10A rereplic: 1%; ATXN2 expr inh: 4%; HT1080-NT tox: 19%; HT1080 IDH1KD tx: 10%; HepG2 viability: -36%; KB-3-1 cytotox: -1%
COc1ccc(N2CCN(C(=O)COc3ccccc3)CC2)cc1
  S2 tox: ?; SW480 rereplic: -11%; IL1B secr inh: 10; MCF10A rereplic: -13%; ATXN2 expr inh: ?; HT1080-NT tox: 10%; HT1080 IDH1KD tx: 38%; HepG2 viability: -3%; KB-3-1 cytotox: 0%

New compounds follow
SMILES	S2 tox	SW480 rereplic	IL1B secr inh	MCF10A rereplic	ATXN2 expr inh	HT1080-NT tox	HT1080 IDH1KD tx	HepG2 viability	KB-3-1 cytotox
N#CC1=C(N)Oc2n[nH]c(-c3cccs3)c2C1c1cccnc1 (stereo unspecified)	i	0%	-15	9%	12%	13%	13%	2%	5%
CCCCCNC(=O)C1CC(=O)OC12CCCCC2 (stereo unspecified)	i	-9%	0	-18%	1%	8%	11%	3%	23%
Cc1nonc1C1CCCN1C(=O)c1cc(COc2ccc(F)cc2Cl)on1 (stereo unspecified)	i	11%	-24	-5%	nt	0%	-1%	-9%	1%
CC(C)(C)n1nnnc1C(c1ccc2ncccc2c1)N1CCC(O)CC1 (stereo unspecified)	i	?	6	-2%	-2%	0%	0%	7%	5%
O=C1C=C(N2CCN(C3=CC(=O)CCC3)CC2)CCC1	i	-2%	1	-2%	6%	14%	12%	8%	20%
CCC(CC)c1nnc(NC(=O)CSCc2c(C)noc2C)s1	nt	nt	4	nt	nt	-6%	-5%	-22%	6%
CCN1C(=O)/C(=C2/Sc3ccccc3N2CCCS(=O)(=O)O)SC1=S	i	2%&-2%	-3&-7	-10%&-2%	-3%	15%&-4%	13%&-5%	5%&2%	?

Compounds as they come; overall some 8.9% were active at least once.
